NR3A LBD binder: NR3A (human) ligand-binding domain modulation. NR3A LBD differential scanning fluorimetry, Tm shift; 0% = protein alone, 100% = glycine-bound protein. Tm shift relative to glycine control, % at 25 µM. 340,000 tested, 2.5% active. AID 1259313;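 active = melting temperature shift of at least 10% of the positive control shift, at one fixed dose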
MPTP inh: inhibitors of mitochondrial permeability transition pore | inhibition, % at 10 µM | 360,000 tested, 1.4% active | isolated mouse mitochondria, Ca2+ swelling absorbance, 30 min | AID 602449;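 active = inhibition of 50% or more, scaled per plate between neutral and stimulator controls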;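 also: 0% = DMSO wells given calcium and 100% = 1 mM EGTA wells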
beta cell repl: MIN6 beta-cell proliferation induction; 330,000 tested, 0.29% active; proliferation, % at 10 µM; MIN6 cells proliferation, ATPlite luminescence, 48 h; cells starved in 0.2% serum; 100% = growth in 10% serum;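 active = compounds whose signal lies at least 3.5 SD above the mean of all wells on their plate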;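 also: 0% = DMSO-treated cells in low-serum medium and 100% = 10% serum control; some compounds called inactive have numbers as strong as hits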
NALP3 yeast inh: inhibitors of NALP3 inflammasome in yeast. Yeast reconstituted NLRP3/ASC/caspase-1, beta-gal luminescence, 24 h. inhibition, % at 10 µM. 330,000 tested, 0.39% active. AID 2825;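 active = inhibition of 50% or more; inactive = inhibition below 50%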;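 also: plate controls were induced DMSO wells for no effect and uninduced yeast grown without galactose for full effect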
tim23-1 inh: inhibits growth of tim23-1 mutant yeast. S. cerevisiae tim23-1 growth, BacTiter-Glo luminescence, 24 h. 330,000 tested, 1.3% active. inhibition, % at 20 µM. AID 463212;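 active = growth inhibition of the mutant yeast at or above 50%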;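 also: temperature-sensitive mutant grown at 25 °C; plate controls were DMSO-treated mutant yeast for no effect and medium wells lacking yeast for full effect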
APJ antagonist: APJ receptor antagonism; CHO-K1 APJ beta-arrestin complementation, luminescence; 330,000 tested, 0.32% active; inhibition, % at 20 µM; P35414;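 active = inhibition above about 40% at 20 µM, limit read from the data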;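 also: cells challenged with 10 nM apelin-13 agonist together with compound; plate controls were apelin-13 plus DMSO wells for no effect and DMSO wells lacking apelin-13 for full effect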
Target sequence (P35414 whole entry, looked up): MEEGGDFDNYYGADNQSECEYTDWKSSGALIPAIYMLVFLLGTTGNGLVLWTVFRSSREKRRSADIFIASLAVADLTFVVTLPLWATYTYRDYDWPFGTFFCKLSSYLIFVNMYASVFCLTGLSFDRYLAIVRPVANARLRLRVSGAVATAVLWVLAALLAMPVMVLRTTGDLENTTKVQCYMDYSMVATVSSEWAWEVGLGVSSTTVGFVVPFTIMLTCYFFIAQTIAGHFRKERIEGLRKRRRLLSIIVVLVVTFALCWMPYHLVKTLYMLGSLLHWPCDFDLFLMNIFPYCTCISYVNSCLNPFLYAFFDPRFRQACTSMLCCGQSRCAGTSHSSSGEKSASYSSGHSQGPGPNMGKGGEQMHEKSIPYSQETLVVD
APJ agonist: agonists of human APJ apelin receptor. CHO-K1 APJ PathHunter beta-arrestin, luminescence; 0% DMSO wells, 100% apelin. activation, % at 20 µM. 330,000 tested, 0.11% active;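 active = activation more than six SD over the plate average, tested at 20 µM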;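 also: 0% = DMSO alone and 100% = apelin-13 at 10 nM; some results filed as inactive read as strong as hits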
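Material: CHO-K1 APJ beta-arrestin complementation cell line; Input: cell density 1000 per well; Incubation: compound stimulation 90 min at 25 °C, detection 60 min; Signal: luminescence from split beta-galactosidase complementation, Galacton Star/Emerald II substrate; Controls: DMSO-only wells as negative, 10 nM Apelin-13 as positive control.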
TIM10 inh: growth inhibitors of TIM10 yeast strain | 330,000 tested, 1.4% active | inhibition, % at 10 µM | AID 463195 | S. cerevisiae TIM10 strain growth, BacTiter-Glo luminescence, 24 h;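 active = inhibition of 40% or more at the single tested concentration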;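 also: wild-type TIM10 isogenic control strain grown at permissive 25 °C; 0% = DMSO yeast wells and 100% = minimal medium wells without yeast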
tim10-1 inh: growth inhibitors of tim10-1 mutant yeast. S. cerevisiae tim10-1 ts strain growth, BacTiter-Glo, 24 h. inhibition, % at 20 µM. 330,000 tested, 2.2% active. AID 463190;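 active = inhibition of at least 40%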;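 also: mutant grown at 25 °C; 0% = DMSO wells with yeast and 100% = wells holding no yeast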
Starred values were filed as active, the others as inactive; x = not tested or not shown.

compound	NR3A LBD binder	MPTP inh	beta cell repl	NALP3 yeast inh	tim23-1 inh	APJ antagonist	APJ agonist	TIM10 inh	tim10-1 inh
COc1cc2c(cc1OC)C1(Nc3c-2c(Cc2ccccc2)nn3-c2ccccc2)C(=O)Nc2ccccc21 (centres undefined)	0	0.5	-5	18	-1	7	-1	10	-3
CCCCN(CCO)c1ncnc2sc(-c3ccccc3)cc12	-5	0.2	-3	21	21	8	0	-11	-1
CCOc1ccc(C2c3[nH]c4ccccc4c3C[C@H]3C(=O)N(C4CCN(Cc5ccccc5)CC4)CC(=O)N23)cc1OC (some centres undefined)	5	0.7	-7	14	-7	2	-2	9	0
CCOC(=O)c1cc(-c2ccc(F)cc2)n(CCC(=O)NC2CCN(Cc3ccccc3)CC2)c1C	7	-1.3	-6	22	9	2	0	4	-4
COCC1CCCCN1C(=O)c1cccc(OC2CCN(C(=O)C3CC3)CC2)c1 (centres undefined)	-2	-0.2	-2	4	7	-76	0	9	17
CC(CN1CCOCC1)OC(=O)CCc1ccccc1 (centres undefined)	2	-0.4	-3	15	0	13	-2	-9	8
CCc1c(C)nc(SCC(=O)NNC(=O)Cc2ccc(OC)cc2)[nH]c1=O	-2	0.8	-1	6	15	-6	1	-10	7
O=C(c1cc2c(ccc3ccccc32)oc1=O)N1CCCC1	-1	-0.8	-1	9	-8	13	-5	-2	2
Cc1c(C)c2ccc(OC(C)C(=O)NCCc3c[nH]c4ccccc34)cc2oc1=O (centres undefined)	0	-2.3	3	14	9	10	-5	15	21
O=C(NCc1ccc2c(c1)OCO2)c1cccc(F)c1	-1	-2.2	-3	30	10	-11	-3	-2	7
O=C(Cn1c(SCC(=O)N2CCCc3ccccc32)nc2ccccc21)N1CCCC1	-1	-1.7	1	13	21	-3	-5	2	7
COc1ccc2c(c1)C=C(C(=O)OCc1cccnc1)CO2	0	0.5	-2	7	4	-24	-3	8	-4
CC(=O)Nc1ccc(OS(=O)(=O)c2ccc(Cl)cc2)cc1	2	-1.0	-1	23	21	-10	-2	-13	12
Cc1cccnc1Nc1nc(-c2ccc(O)c(O)c2)cs1	28*	7.5	-4	23	49	-30	7	13	-60
O=C(CCc1ccccc1)NNC(=O)COc1ccc(Cl)cc1	2	-0.1	-2	9	8	-1	4	-1	1
C=CCn1c2ccccc2c2nnc(SCC(=O)O)nc21	1	-0.6	-2	10	2	-24	-2	-1	1
CS(=O)(=O)Nc1ccc(C(=O)Nc2ccc3c(c2)OCCO3)cc1	-8	x	-4	14	18	26	1	2	5
COC(=O)c1nnn(CC(=O)NC(=O)Nc2cccc(Cl)c2C)c1C(=O)OC	1	4.6	0	17	9	-1	-1	-15	1
CN(C)CC(C)(C)CN=Cc1c(O)[nH]c2ccccc12	-1	1.8	-4	4	12	19	-4	-5	-13
C=CCn1cc(C(=O)OCC)c(=O)c2ccc(F)cc21	-1	1.2	0	21	-4	-8	-3	13	4
COc1ccc(S(=O)(=O)Nc2ccccc2C(=O)NC2CC2)cc1NC(C)=O	2	-0.3	3	20	-13	12	-4	-3	-10
CSCCC(NS(=O)(=O)c1ccc(Cl)cc1)C(=O)OCC(=O)N(C(C)C)C(C)C (centres undefined)	2	-2.4	0	3	8	6	1	28	11
c1ccc(-c2ccc(-c3nc(-c4ccncc4)no3)cc2)cc1	0	0.3	-1	7	20	4	2	5	6
CC(=O)NC(c1ccccc1)c1c(O)ccc2ccccc12 (centres undefined)	0	0.1	-3	-2	12	23	-4	-3	-2
CC1CCN(C(=O)C2CCN(S(=O)(=O)c3cccnc3)CC2)CC1	0	-0.8	-2	9	13	-18	-3	-4	12
CCc1c(C)sc(NC(=O)c2cccs2)c1C(=O)OC(C)C	-16	4.6	-4	22	31	19	-3	33	18
Cn1cnc([N+](=O)[O-])c1Nc1ccc(O)cc1	2	3.4	-3	26	-3	-15	-1	7	-8
C=CCNc1nc2c(c(=O)n(C)c(=O)n2C)n1CC(=C)C	2	-2.0	-2	17	-6	-39	-2	3	-3
CN(C)c1ccc(C(CNC(=O)c2ccc(C#N)cc2)c2c[nH]c3ccccc23)cc1 (centres undefined)	-7	-0.3	-3	7	24	16	-3	25	3
O=C(NC1CCCC1)C(c1ccccn1)N(C(=O)c1csnn1)c1ccccc1Cl (centres undefined)	1	-0.2	-2	3	3	-18	-2	-13	-1
CC(=O)N(C1=C(N)C(=O)c2ccccc2C1=O)C(C)C	-1	1.1	0	36	2	-46	3	3	-6
Cc1nn(CCCC(=O)NCc2ccccc2)c(=O)c2nccn12	3	-0.3	1	5	-14	11	-2	1	-5
CC(Oc1ccc(F)cc1)C(=O)NN (centres undefined)	-2	0.0	0	6	13	5	-1	-3	1
Cc1cc(NS(=O)(=O)c2ccc(NC(=O)C3CCCCC3)cc2)no1	-1	-2.1	0	18	7	-10	1	-10	-19
O=C(NCC1CC1)c1onc(CSc2ccccc2)c1C(=O)NCC1CC1	0	2.6	-3	28	20	-3	-6	-10	11
O=C(CN1CCCC1)N/N=C/c1ccc(-c2cccc(Cl)c2)o1	1	5.1	-2	2	0	9	-2	3	-14
O=C1CN(C(=O)COc2ccccc2F)c2ccccc2N1	-1	1.0	0	2	8	2	-3	-8	5
O=C(Nc1ccccc1C(=O)O)c1ccc(NC(=O)C2CCCCC2)cc1	7	-1.8	-1	0	2	7	-1	10	-9
O=C(COC(=O)c1cccnc1Cl)NCCC1=CCCCC1	-1	1.0	1	7	5	-15	0	-6	6
CC1(c2ccccc2)CC2CC(c3ccccc3)N1O2 (centres undefined)	1	-0.8	-3	-17	19	11	-4	7	16
COc1ccccc1CNC(=O)C1CC2Cn3c(nc4cc(Cl)c(Cl)cc43)C2N1C (centres undefined)	-1	-2.6	-3	24	-1	1	-4	-14	30
CC1CC(C)CN(C(=O)COC(=O)/C=C/c2ccco2)C1 (centres undefined)	-1	2.2	-2	2	22	-9	-2	12	14
CS(=O)(=O)c1ccc(NC(=O)c2cccc(-n3cnnn3)c2)cc1	-7	-0.3	-1	12	-9	4	-3	-5	-9
COc1cc(OC)c(NC(=S)NCc2ccccc2)cc1Cl	0	-0.8	-3	5	-5	-15	-1	30	38
CCOC(=O)c1ccc(N2C(=O)c3cccc4c(C(=O)O)ccc(c34)C2=O)cc1	1	-1.0	-1	0	6	-13	-4	-1	-20
Cc1ccc(-n2nnnc2SCC(=O)NC(C(=O)O)(c2ccccc2)c2ccccc2)cc1C	-1	0.7	-1	-1	14	-20	-3	9	1
Cc1ccc2nc(NCc3ccccc3)c(C#N)cc2c1	0	-1.4	1	16	2	-13	-1	2	0
O=C(O)c1ccc(N2CCOCC2)c(N2C(=O)C3C4C=CC(C4)C3C2=O)c1 (centres undefined)	0	0.5	-1	1	11	13	-4	7	21
Cc1ccccc1CN1CCN(CC(=O)NC(C)c2ccccc2)CC1 (centres undefined)	0	0.6	1	22	-11	15	-1	-11	-8
O=C(CC1C(=O)N(Cc2ccccc2)C(=S)N1CCN1CCOCC1)Nc1ccc(F)cc1 (centres undefined)	-5	-2.7	-4	18	1	4	-1	-9	14
COc1ccc(NC(=O)c2ccc(-n3cncn3)c([N+](=O)[O-])c2)cc1	1	-1.2	-5	15	-7	-18	-1	-18	1
Cc1ccc(CN2C(=O)C(CC(C)C)Nc3ncnc(N4CCN(c5ccccn5)CC4)c32)cc1 (centres undefined)	-1	0.8	-7	0	26	36	-3	12	-5
Cc1ccccc1N=C(NOCc1ccc(Cl)cc1Cl)c1nonc1N	-3	3.4	-4	13	16	2	-1	-2	12
O=C(O)CSc1nnc(-c2cccc(S(=O)(=O)N3CCOCC3)c2)n1-c1cccc(Cl)c1	1	0.5	-2	-5	12	12	-1	4	-1
COc1ccc(S(=O)(=O)Nc2c(C(=O)O)[nH]c3ccc(OC)cc23)cc1	-5	-0.9	-2	5	1	-37	2	12	7
O=C(Nc1nc(-c2ccc(F)cc2)cs1)c1cccc(N2C(=O)CCC2=O)c1	-7	1.3	0	23	8	-17	8	15	11
CC(=O)c1cnc2c(-c3ccc(Cl)cc3)c(C)nn2c1C	0	-0.1	-1	-3	-19	-8	-2	-26	-19
O=C(CSCc1cccs1)N1CCCC1	-2	-0.9	-2	9	9	-5	-2	-5	2
Oc1ccc(-n2nnnc2SCc2ccccc2Br)cc1	-8	7.6	0	26	43	4	-2	-9	-2
CCN(CC)C(=O)CSc1nc2cc3c(cc2c(=O)n1Cc1ccc(OC)cc1)OCO3	-2	-1.1	-5	3	11	-1	-1	17	10

Continuation.
compound	NR3A LBD binder	MPTP inh	beta cell repl	NALP3 yeast inh	tim23-1 inh	APJ antagonist	APJ agonist	TIM10 inh	tim10-1 inh
Cc1cc(C)c2c(n1)SCC(=O)N2CC(=O)Nc1ccc(Br)c(C)c1	-2	0.1	-2	10	-4	-4	0	0	11
CCN(C(=O)COc1ccccc1)C1CCCCC1	0	0.4	-1	-2	17	21	-2	-5	23
Cc1ccc(Cn2nnnc2CN2CCC(c3nc4ccc(Cl)cc4[nH]3)CC2)cc1	-5	8.8	-1	-4	-15	-1	-7	-1	8
O=C1CCC(C(=O)N2CCC(CO)CC2)CN1Cc1ccc(Cl)cc1 (centres undefined)	0	1.6	4	6	9	-24	-1	-3	4
Cc1cccc(COCC(Cc2ccccc2)N2CCN(C(=O)c3cccc(C)c3)CCC2=O)c1 (centres undefined)	-5	-1.2	-6	10	22	-52	3	22	26
COc1cccc(C2NC(=O)NC(C)=C2C(=O)OCC2CCCCC2)c1 (centres undefined)	-6	-0.8	-3	15	21	-3	0	4	10
O=S(=O)(NCCC1=CCCCC1)c1ccc(F)cc1	1	0.6	1	10	32	-15	1	5	27
O=S(=O)(NC1CCCCCC1)c1cccc(Cl)c1	6	-1.5	-3	14	36	-3	0	9	27
CCN(CC)c1ccc(NC(=O)c2cccc(F)c2)c(C)c1	0	1.9	0	14	21	9	-3	14	16
CC(C)N(C(=O)C[n+]1ccsc1N)c1ccccc1	-3	-1.4	-1	-6	0	-5	0	15	5
CC1CC2=C(C(=O)O1)C(C)Nc1ccccc1N2 (centres undefined)	-4	-1.4	0	20	16	8	1	14	-18
O=C(Nc1c2c(nn1-c1ccc([N+](=O)[O-])cc1)CS(=O)(=O)C2)c1cccs1	-4	5.6	-2	8	-15	27	-7	-1	-10
NS(=O)(=O)c1ccc(CNC(=O)CCSCCC(=O)NCc2ccc(S(N)(=O)=O)cc2)cc1	-3	0.8	-2	16	-2	16	-2	16	6
CN(CC(=O)Nc1ccccc1Cl)CC(=O)Nc1ccccc1[N+](=O)[O-]	-1	-1.5	3	-2	-4	-9	2	11	7
O=C(O)CCC(=O)Nc1cccc(C(=O)Nc2cccc(Cl)c2)c1	1	-2.2	-2	-10	8	11	0	-1	-2
Cc1csc(=O)n1CCC(=O)OCC(=O)NCc1ccc(F)cc1	0	-1.2	3	17	-10	7	0	-2	-16

In another format: results already given.
Results follow in this order: NR3A LBD binder	MPTP inh	beta cell repl	NALP3 yeast inh	tim23-1 inh	APJ antagonist	APJ agonist	TIM10 inh	tim10-1 inh
CC1CC(C)CN(C(=O)COC(=O)/C=C/c2ccco2)C1 (centres undefined)
 : -1	2.2	-2	2	22	-9	-2	12	14
CS(=O)(=O)c1ccc(NC(=O)c2cccc(-n3cnnn3)c2)cc1
 : -7	-0.3	-1	12	-9	4	-3	-5	-9
